Bioassay records from PubChem BioAssay.
V-ATPase pH = regulators of yeast V-ATPase proton pumping, primary screen, pHLuorin cytosolic pH fluorescence. S. cerevisiae. response, % at 10 µM. 350,000 tested, 0.37% active; in the data active = response mostly above about 7.3%, no sharp cut-off; inactive = mostly below about 5.4%; note: actives read high; inactives centre near 0; some compounds called inactive have numbers as strong as hits; reference of the scale not given here
HTR5A ag ctr = HTR5A agonists in luminescence cell assay, primary screen, counter-screen for OPRM1-OPRD1 heterodimer agonist project, full-deck HTS; 5-hydroxytryptamine receptor 5A (Homo sapiens), P47898; cell-based; activation, % at 9.3 µM; 340,000 tested, 0.61% active; AID 504692, 2011; in the data active = activation mostly above about 9.5%, no sharp cut-off; inactive = mostly below about 7.6%;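 note: 0% = cells with vehicle only and 100% = reference agonist; strong numbers were not always called active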
OPRM1-OPRD1 ag = agonists of OPRM1-OPRD1 heterodimerization, primary screen, cell-based, luminescence | AID 504326, 2011 | activation, % at 9.3 µM | 340,000 tested, 0.3% active | cells; in the data active = activation above about 18%;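 note: 0% = vehicle-treated cells and 100% = reference agonist; values of inactives mirror those of a sister screen read the other way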
DAGLB inh = DAGLB lipase inhibitors, primary screen, biochemical, fluorescence, HTS | Diacylglycerol lipase-beta (Homo sapiens), Q8NCG7 | AID 504411, 2011 | HEK293T DAGLB membrane lysate, EnzChek fluorogenic substrate | 340,000 tested, 0.059% active | inhibition, % at 5.17 µM; in the data active = inhibition above about 34%;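 note: 0% = enzyme with vehicle and 100% = wells lacking enzyme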
Target sequence (Q8NCG7 whole entry, looked up): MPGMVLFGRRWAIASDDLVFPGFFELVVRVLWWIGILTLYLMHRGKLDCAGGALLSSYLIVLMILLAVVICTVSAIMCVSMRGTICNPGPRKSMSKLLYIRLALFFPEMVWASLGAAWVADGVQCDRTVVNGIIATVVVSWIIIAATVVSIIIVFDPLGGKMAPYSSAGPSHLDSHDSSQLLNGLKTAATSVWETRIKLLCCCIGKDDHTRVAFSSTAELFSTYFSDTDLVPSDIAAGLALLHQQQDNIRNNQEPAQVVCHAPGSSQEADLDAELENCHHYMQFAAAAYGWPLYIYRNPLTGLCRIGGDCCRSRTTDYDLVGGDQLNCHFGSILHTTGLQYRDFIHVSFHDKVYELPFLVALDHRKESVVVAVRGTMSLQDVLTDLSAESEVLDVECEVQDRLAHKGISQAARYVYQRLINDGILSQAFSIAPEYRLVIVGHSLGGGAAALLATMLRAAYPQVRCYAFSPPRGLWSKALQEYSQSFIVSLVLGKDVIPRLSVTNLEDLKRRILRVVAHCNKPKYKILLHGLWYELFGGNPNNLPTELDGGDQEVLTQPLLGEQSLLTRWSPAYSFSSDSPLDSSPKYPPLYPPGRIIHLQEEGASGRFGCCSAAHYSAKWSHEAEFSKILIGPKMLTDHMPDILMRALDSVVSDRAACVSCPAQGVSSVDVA
PKA-R1A activ = activators of PKA-R1A holoenzyme, primary screen, biochemical, fluorescence polarization, Cy5-IP20, bovine R1A, mouse PKAc. cAMP-dependent protein kinase type I-alpha regulatory subunit (Bos taurus) + …. PKA-R1A dissociation; scaled: DMSO 0%, 113 µM cGMP 100%. activation, % at 11.4 µM. 340,000 tested, 0.083% active;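 active = percent activation above the mean of all tested compounds plus 3 SD, cut at about 19% in these data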;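 note: higher means more PKAc released from R1A so a rise in polarization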
HTR5A inv ctr = HTR5A inverse agonists in luminescence cell assay, primary screen, counter-screen for OPRM1-OPRD1 heterodimer inverse agonist project, full-deck HTS. 5-hydroxytryptamine receptor 5A (Homo sapiens), P47898. HTR5A cell line, inverse agonism. inhibition, % at 9.3 µM. 340,000 tested, 0.083% active; in the data active = inhibition mostly above about 23%, no sharp cut-off; inactive = mostly below about 18%;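 note: 0% = cells with DMSO and 100% = no-cell wells with DMSO; some compounds called inactive have numbers as strong as hits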
PKA-R2B activ = activators of PKA-R2B holoenzyme, primary screen, biochemical, fluorescence polarization, Cy5-IP20, human; cAMP-dependent protein kinase catalytic subunit beta (Homo sapiens) + cAMP-dependent …; PKA-R2B holoenzyme dissociation; R2B truncated from residue 108, S112A mutant; 0% DMSO only, 100% 113 µM cGMP; activation, % at 11.4 µM; 340,000 tested, 0.079% active;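 active = activation above a cutoff set at the mean over all compounds plus 3 SD, cut at about 18% in these data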;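 note: higher means more holoenzyme dissociation and a rise in polarization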
Target sequence (P31323 whole entry, looked up, other chains not shown, the tested form may be a part): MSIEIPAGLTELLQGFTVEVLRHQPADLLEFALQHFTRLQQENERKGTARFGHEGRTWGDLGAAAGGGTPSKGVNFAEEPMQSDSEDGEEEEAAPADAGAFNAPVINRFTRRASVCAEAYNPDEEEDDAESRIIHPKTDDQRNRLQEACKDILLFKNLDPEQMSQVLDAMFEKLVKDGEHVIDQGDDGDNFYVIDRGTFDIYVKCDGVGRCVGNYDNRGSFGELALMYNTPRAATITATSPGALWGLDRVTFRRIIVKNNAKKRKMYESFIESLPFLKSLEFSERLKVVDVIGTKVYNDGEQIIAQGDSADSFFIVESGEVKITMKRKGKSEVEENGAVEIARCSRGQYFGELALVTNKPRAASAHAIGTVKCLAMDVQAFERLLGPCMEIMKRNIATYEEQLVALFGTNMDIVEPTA
MOR-DOR inv ag = inverse agonists of MOR-DOR heterodimerization, primary screen, cell-based, luminescence; Mu-type opioid receptor (Homo sapiens) + Delta-type opioid receptor (Homo sapiens), …; cell-based MOR-DOR heterodimer luminescence, inverse agonism; inhibition, % at 9.3 µM; 340,000 tested, 0.21% active; in the data active = inhibition above about 22%, passing the limit was not always enough;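 note: 0% = cells with DMSO and 100% = wells without cells with DMSO; values of inactives mirror those of a sister screen read the other way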
Arr AP2 block = inhibitors of beta-arrestin/AP2 binding, primary screen, biochemical, GPCR trafficking, flow cytometry | FITC-arrestin peptide / GST-AP2 beads; AP2 beta2 appendage carries R879A mutation | inhibition, % at 10 µM | 340,000 tested, 0.31% active;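 active = inhibition above a set limit, near 3 SD of compounds lacking own fluorescence, cut at about 54% in these data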;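 note: plate controls were DMSO wells for no effect and 5 µM unlabelled arrestin peptide for full effect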
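Test system: GST-tagged AP2 beta2-adaptin appendage (R879A) on 4 µm glutathione beads; also added: fluorescein-tagged arrestin peptide at 50 nM final; timing: 12 min plus 1 h, RT; signal: flow cytometry, FL1 (488/535 nm); read-out: percent drop in bead-associated FITC signal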
Pemphigus Ab inh = inhibitors of pemphigus antibody binding to DSG3, primary screen, biochemical, bead-based, flow cytometry, scFv-GFP; binding (percent of control), % at 10 µM; AID 588358, 2011; DSG3-coupled beads, scFv-anti-DSG3-GFP binding; active compounds read low; 310,000 tested, 0.48% active;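 active = binding more than 3 SD below its plate's average and above zero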;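 note: hits lower antibody fragment binding to DSG3; some compounds called inactive have numbers as strong as hits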
Numbers without * were called inactive; x = no result given.

Below each compound: V-ATPase pH | HTR5A ag ctr | OPRM1-OPRD1 ag | DAGLB inh | PKA-R1A activ | HTR5A inv ctr | PKA-R2B activ | MOR-DOR inv ag | Arr AP2 block | Pemphigus Ab inh
CCOC(=O)Cc1csc(NC(=O)CSc2nc(=O)[nH]c3c2CCCC3)n1
  1.9 | 3.4 | 1.2 | 0.0 | 3.9 | -10.3 | -4.2 | -7.6 | -0.3 | 101.3
CC(C)CN(C(=O)CSc1nnnn1C)C1CCS(=O)(=O)C1 (configuration not stated)
  3.5 | -0.3 | -1.4 | -0.9 | -12.3 | 20.7 | 6.1 | 7.0 | 38.3 | 102.6
CCC(C(=O)Nc1ccncc1)c1ccccc1 (configuration not stated)
  1.1 | -1.4 | -1.8 | -0.9 | -10.2 | 3.6 | -6.9 | 11.1 | 2.4 | 100.0
COC(=O)c1[nH]c2ccc(Cl)cc2c1NC(=O)CCN1CCN(C2CCCCC2)CC1
  3.7 | 1.9 | 1.7 | 1.2 | 0.3 | -8.3 | 4.7 | -10.0 | -1.7 | 104.0
CN(C)c1ccc(-c2nn3c(-c4ccccc4Cl)nnc3s2)cc1
  -1.0 | 4.3 | -1.4 | 0.9 | -3.1 | 22.0 | -4.7 | 7.2 | 20.1 | 83.6
CCOc1c(OC(C)=O)ccc(/C=C2\N=C(SCC)SC2=O)c1[N+](=O)[O-]
  -0.4 | 0.3 | -0.6 | 8.7 | -5.6 | 19.6 | -12.9 | 3.2 | -2.6 | 94.4
COc1ccc(Sc2nc3ccccc3n3c(C(F)(F)F)nnc23)cc1
  -1.9 | -2.1 | -2.2 | -0.4 | -7.9 | 6.6 | -9.9 | 11.1 | -0.6 | x
COc1ccc(NC(=O)Cn2c3ccc(OC)cc3c3nc4n(c(=O)c32)CCS4)cc1
  -4.1 | -0.1 | -1.2 | -1.5 | -9.9 | 0.3 | -8.8 | 6.2 | 26.7 | 85.2
COc1ccc(CC(=O)OCC(=O)N(C)C2CCS(=O)(=O)C2)cc1OC (configuration not stated)
  0.2 | 4.7 | -3.4 | 0.9 | -13.2 | -6.6 | -12.4 | 18.1 | -11.3 | 101.7
Cn1cccc1-c1nc2ccc(NC(=O)c3ccc([N+](=O)[O-])cc3)cc2[nH]1
  1.6 | -0.8 | 2.5 | 5.9 | -0.8 | 1.9 | -5.0 | -13.5 | -3.1 | 94.2
O=C(CN1C(=O)NC2(CCCCCCC2)C1=O)Nc1ccc(OC(F)F)cc1
  -0.5 | 5.3 | -1.2 | 1.4 | -5.2 | -13.4 | -11.4 | 4.9 | -9.4 | x
CC(C)n1cnc2c(=S)nc[nH]c21
  3.1 | -2.4 | -2.6 | -0.9 | 6.0 | 8.7 | 6.2 | 13.1 | 11.9 | 93.8
Cc1cc(/C=C2/NC(=O)NC2=O)c(C)n1-c1sc2c(c1C#N)CCCC2
  6.3 | -3.8 | -1.7 | -0.4 | 1.9 | -15.5 | 5.3 | 9.8 | 5.8 | 104.2
O=c1cc(Nc2ccc3c(c2)OCO3)[nH]c(=O)n1-c1ccc(Br)cc1
  -4.6 | 1.4 | 1.3 | 10.4 | -2.9 | 2.7 | 0.5 | -7.3 | 12.9 | 95.8
COc1cccc(NC(=O)CN(C)C(=O)CCNS(=O)(=O)c2ccc(C)cc2)c1
  -2.4 | 6.6 | 1.9 | 0.8 | 19.3* | -18.2 | 10.8 | -7.7 | 6.9 | x
CC(C)CCNC(=O)C(c1ccc(O)cc1)N(C(=O)C1COc2ccccc2O1)c1cccc(O)c1 (configuration not stated)
  3.4 | 0.4 | -0.9 | 0.4 | -4.9 | -1.1 | 4.9 | 5.3 | -2.2 | 96.7
CCC(C)N(C(=O)CSc1ncnc2c1cnn2-c1ccccc1)C1CCS(=O)(=O)C1 (configuration not stated)
  2.6 | -7.6 | -1.1 | -1.8 | -4.4 | 19.8 | 1.7 | 7.5 | -17.8 | 98.0
COCCCNC(=O)c1c(NC(=O)c2cccs2)sc2c1CCCC2
  -4.2 | -2.1 | 2.6 | -13.6 | -4.3 | 7.4 | -0.7 | -14.1 | 27.1 | 96.1
Cc1nn(-c2ccccc2)c(C)c1NC(=O)COC(=O)/C=C/c1ccccc1
  0.0 | 4.2 | 3.9 | -2.5 | 17.5 | -35.2 | -6.5 | -24.9 | 0.9 | 103.3
O=C(O)CC1(CC(=O)Nc2nccs2)CCCCC1
  2.8 | 5.0 | 0.2 | 1.5 | -5.9 | -19.2 | 7.8 | -1.1 | 10.3 | x
O=C(CC(c1ccccc1)c1cc(Cl)ccc1O)N1CCCC1 (configuration not stated)
  -1.6 | 1.9 | -0.9 | 1.7 | -7.2 | -5.5 | -9.5 | 4.7 | -10.2 | 85.5
CC1(C)CC(N(Cc2ccc(F)cc2)C(=O)c2ccc(F)cc2)CCO1 (configuration not stated)
  -3.9 | 3.3 | -2.1 | -0.7 | -5.5 | -9.7 | -8.5 | 10.4 | -0.3 | 93.1
CCOC(=O)N1CCN(C(=O)C2CCC(=O)N(Cc3ccccc3OC)C2)CC1 (configuration not stated)
  1.5 | x | x | -3.6 | -5.7 | x | -6.9 | x | x | 94.6
O=c1c2ccccc2ncn1CCOc1ccccc1[N+](=O)[O-]
  -1.4 | 2.4 | -3.2 | 1.0 | -6.9 | 32.2 | -4.6 | 15.9 | -6.8 | 96.5
Cn1c(SCC(=O)Nc2ccc(F)cc2)nc2c([nH]c3ccccc32)c1=O
  -1.4 | 4.4 | 25.0* | 8.6 | -1.5 | -12.3 | -14.7 | -129.2 | 2.7 | 103.0
COc1ccc(-n2c(C)cc(C(=O)Cn3nc(C(=O)O)c4ccccc4c3=O)c2C)cc1
  -1.4 | 7.0 | 4.1 | -0.1 | 3.7 | -22.8 | -12.4 | -21.2 | 4.8 | 104.8
O=C(NC(NCc1ccccn1)(C(F)(F)F)C(F)(F)F)c1ccco1
  3.3 | 3.0 | -1.2 | 0.1 | -2.4 | 10.0 | -6.8 | 6.6 | 9.7 | 103.4
C/C(N)=C(/C#N)C(=O)COC(=O)c1ccccc1O
  0.2 | -1.6 | -2.4 | 0.8 | 0.8 | 4.3 | 11.1 | 14.5 | 0.8 | 98.1
Cc1ccccc1OCC(=O)N1CCCc2ccccc21
  0.4 | -0.1 | -1.8 | -0.8 | 1.3 | 22.8 | 2.9 | 8.4 | 7.5 | 101.6
Cc1ccc(NC2CCCN(C(=O)c3ccccn3)C2)cc1C (configuration not stated)
  -0.9 | 4.9 | -2.0 | -0.3 | -4.6 | -18.4 | 6.7 | 10.6 | 1.4 | 97.3
O=C(N1CCOCC1)C1(S(=O)(=O)c2ccccc2)CC=CC1
  0.9 | -1.1 | -2.3 | -2.3 | 1.5 | -9.5 | -8.5 | 12.5 | -9.7 | 98.1
Cc1ccc(C)c(-c2nnc(NC(=O)CCS(=O)(=O)c3ccccc3)o2)c1
  -5.1 | 0.4 | -1.6 | 2.5 | -10.1 | -7.6 | -7.8 | 10.2 | 1.3 | 104.3
O=C(CNC(=O)c1ccc(Cl)cc1Cl)OCc1cn2cc(Br)ccc2n1
  2.0 | 0.7 | -0.7 | -0.4 | 3.8 | -2.8 | 9.5 | 3.4 | -15.5 | x
CCn1c(C)c(/C=N/Nc2nc3ccccc3s2)c2ccccc21
  -0.8 | 0.1 | 7.0 | 7.4 | -7.2 | -29.2 | -4.3 | -38.0 | 1.6 | 98.9
Cc1cccc(-c2nnc(C(C)Nc3cccc(C(=O)NC4CC4)c3)o2)c1 (configuration not stated)
  -0.2 | x | x | -3.2 | -0.9 | x | 0.7 | x | x | 95.0
CC(=O)c1cnc2c(-c3ccc(Cl)cc3)c(C)nn2c1C
  2.0 | -3.5 | -1.3 | -2.0 | 1.8 | -7.5 | -12.4 | 7.3 | 5.0 | 106.1
CCCCNC(=O)C(=O)N/N=C/c1ccc(C(=O)OC)cc1
  0.5 | -2.2 | 0.2 | -0.8 | 6.2 | -2.5 | 5.2 | -1.0 | 2.3 | 98.8
Fc1ccc(NCc2ccccc2F)cc1Cl
  4.5 | -2.1 | 13.0 | -8.2 | 1.6 | 15.7 | 9.1 | -59.9 | 7.7 | 131.1
COC(=O)c1ccc(COC(=O)c2c(C)nn(Cc3ccccc3Cl)c2Cl)o1
  9.2 | 0.1 | 1.0 | -8.9 | 1.4 | -0.5 | -8.5 | -5.1 | 4.2 | 98.5
Cn1c(N)c(C(=O)COC(=O)c2cncc(Br)c2)c(=O)n(C)c1=O
  5.5 | 2.0 | 0.7 | 0.5 | -0.3 | -5.2 | 6.2 | -3.3 | 60.8* | x
CCOC(=O)C1CCN(Cc2cnc(NC(=O)OC)s2)CC1
  4.8 | 3.5 | -0.2 | -0.9 | -1.8 | -7.9 | 3.8 | 1.2 | -8.3 | 102.4
CN1CCN(C(=S)NC(=O)/C=C/c2ccccc2Cl)CC1
  1.3 | -0.5 | -0.9 | 1.4 | -4.1 | 1.5 | 4.0 | 4.6 | 6.9 | 101.0
COc1ccc(-c2c[n+]3c(n2-c2c(C)n(C)n(-c4ccccc4)c2=O)CCCCC3)cc1
  5.3 | -3.6 | -3.1 | -1.3 | 6.8 | 9.6 | -3.0 | 16.2 | 9.8 | 102.5
CC(=O)c1ccc(N2CCN(C(=O)Nc3ccc(F)cc3F)CC2)cc1
  -3.9 | -5.8 | -0.3 | -2.7 | 7.1 | -23.4 | 3.2 | 1.8 | 23.2 | 105.8
COc1ccc(-c2nn(C)c3sc(C(=O)NCc4ccco4)cc23)cc1OC
  5.5 | -1.2 | 5.7 | -0.1 | 1.3 | -5.0 | -8.5 | -34.0 | 6.5 | x
Cc1cc(C)cc(NC(=O)CS(=O)(=O)c2ccccc2)c1
  2.5 | -0.8 | 0.7 | 2.1 | 7.4 | 3.1 | 1.0 | -3.2 | 30.8 | 126.0

Reprinted at random: two entries already listed
Below each compound: V-ATPase pH | HTR5A ag ctr | OPRM1-OPRD1 ag | DAGLB inh | PKA-R1A activ | HTR5A inv ctr | PKA-R2B activ | MOR-DOR inv ag | Arr AP2 block | Pemphigus Ab inh
Cn1c(N)c(C(=O)COC(=O)c2cncc(Br)c2)c(=O)n(C)c1=O
  5.5 | 2.0 | 0.7 | 0.5 | -0.3 | -5.2 | 6.2 | -3.3 | 60.8* | x
CC(=O)c1ccc(N2CCN(C(=O)Nc3ccc(F)cc3F)CC2)cc1
  -3.9 | -5.8 | -0.3 | -2.7 | 7.1 | -23.4 | 3.2 | 1.8 | 23.2 | 105.8

Rows are unselected; any-hit rate near 2.4%.
